Assay outcomes from PubChem BioAssay.
KOR beta-arrestin-1 – kappa opioid receptor blockers – cell-based, luminescence, uHTS (AID 1778); KOR beta-arrestin recruitment, luminescence, antagonist mode; higher % means a stronger effect; inhibition, % at 10 µM, or IC50 in µM where a hit was titrated; 0.091% of 290,000 active; further: strong numbers were not always called active
NOD1 inhibition – NOD1 signaling inhibitors, primary screen, cell-based, luminescence, uHTS (AID 1578); NOD1-driven NF-kB luciferase reporter cells, luminescence; higher % means a stronger effect; inhibition, % at 4 µM, or EC50 in µM where a hit was titrated; 1% of 290,000 active; in the data active means inhibition mostly above about 36%, no sharp cut-off; inactive means mostly below about 34%;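 further: HEK-293T reporter cells stimulated with the NOD1 agonist gamma-tri-DAP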
KOR beta-arrestin-2 – KOR agonists, beta-arrestin recruitment, primary screen, cell-based, luminescence, uHTS (AID 1777); KOR beta-arrestin recruitment, luminescence; higher % means a stronger effect; activation, % at 10 µM; hits with a dose series show EC50 in µM; 0.02% of 280,000 active; in the data active means activation above about 50%, passing the limit was not always enough; further: a part of the inactive calls stands beside numbers as strong as those of hits
NOD2 inhibition – NOD2 signaling inhibitors, cell-based, luminescence, uHTS, HEK293 (AID 1566); inhibition, % at 4 µM; hits with a dose series show EC50 in µM; 0.63% of 290,000 active; HEK293 NOD2/NF-kB luciferase reporter, luminescence; higher % means a stronger effect; further: many of its hits are not listed in these tables
CSM14.1 death rescue – protection against thapsigargin-triggered cell killing – 384-well, CSM14.1, ATP luminescence, primary screen (AID 1222). CSM14.1 thapsigargin-induced death rescue, ATP luminescence; higher % means a stronger effect. cellular ATP content (survival), % at 20 µM, or EC50 in µM where a hit was titrated. 190,000 tested, under 10 active;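 active means EC50 below 50 µM in the dose-response confirmation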;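 further: death triggered by thapsigargin at about 15 µM added after 2 h compound pretreatment; cell ATP read after overnight thapsigargin exposure of roughly 18 to 22 hours; normalized against plate controls of thapsigargin alone and 5% DMSO vehicle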
NTR1 agonist – NTR1-driven beta-arrestin-GFP spot formation – imaging, U2OS cells, high content, primary screen (AID 493036); P30989; activation, % at 20 µM; agonist mode; 0.17% of 330,000 active;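 active means activation at or above 40% of the spot to cytoplasm intensity ratio, with at least 20 cells analyzed; inconclusive means wells under 20 cells, flagged as cytotoxic or low count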;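 further: 0% = DMSO without peptide and 100% = 100 nM NTR1 peptide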
Target sequence (P30989 whole entry, looked up): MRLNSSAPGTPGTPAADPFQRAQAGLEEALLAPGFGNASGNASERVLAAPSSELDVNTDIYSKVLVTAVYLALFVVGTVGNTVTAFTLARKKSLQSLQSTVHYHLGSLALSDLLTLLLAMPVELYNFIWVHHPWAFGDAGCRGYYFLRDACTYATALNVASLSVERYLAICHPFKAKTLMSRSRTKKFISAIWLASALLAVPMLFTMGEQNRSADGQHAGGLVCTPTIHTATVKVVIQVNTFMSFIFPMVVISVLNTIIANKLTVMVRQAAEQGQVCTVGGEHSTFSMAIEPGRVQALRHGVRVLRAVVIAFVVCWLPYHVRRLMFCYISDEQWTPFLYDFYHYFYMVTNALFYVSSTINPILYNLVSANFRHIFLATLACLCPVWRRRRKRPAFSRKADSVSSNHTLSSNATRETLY
GPR55 activation – selective activators of receptor GPR55 – imaging, U2OS cells, beta-arrestin-GFP redistribution, primary screen (AID 1961); 0.048% of 290,000 active; U2OS GPR55 beta-arrestin-GFP redistribution imaging; higher % means a stronger effect; activation, % at 10 µM, or EC50 in µM where a hit was titrated;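 active means activation above 40% with more than 50 cells counted in the well; inconclusive means wells holding fewer than 50 cells, flagged as toxic or sparse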;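 further: U2OS osteosarcoma cells stably expressing GPR55 and beta-arrestin-GFP; plate controls were DMSO negative control for no effect and LPI positive control for full effect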
TNAP activators – human TNAP enzyme activators, primary screen, biochemical, luminescent, no phosphate acceptor, uHTS (AID 1001); purified TNAP, luminescent activation assay, no phosphate acceptor; higher activation fold means a stronger effect; activation fold at 20 µM; hits with a dose series show EC50 in µM; 0.03% of 200,000 active; in the data active means activation fold from about 3, or a potency from the dose series; inactive means the rest, 99 in 100 with activation fold below about 1.6; further: many of its hits are not listed in these tables
Yfh1-depleted yeast – mitochondrial function rescue without frataxin homolog – Friedreich's ataxia, plus single-dose screen, dose response (AID 1465). fold induction at 50 µM; hits with a dose series show EC50 in µM. 0.074% of 220,000 active. S. cerevisiae Yfh1-off respiration, WST-1 reduction, 72 h; higher fold induction means a stronger effect;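 active means fold induction of absorbance versus untreated yeast above a set limit, then at least 30% activation at any dose in follow-up; inconclusive means repeats straddling the limit, or above it without dose testing; inactive means fold induction below the set limit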;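 further: activators that raise dye reduction in frataxin-depleted yeast; strong numbers were not always called active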
NTR1 agonist cell count 20 µM – second read-out of NTR1 agonist, no call of its own (marks repeat the call); cell count; measured here: cell count, cytotoxicity flag
* hit, by the source's call; i = inactive; ? = inconclusive; . = no result given; [ ] = another dose, or the depositor's remark. Unless noted, no stated cut-off is given here; in the data, active means inhibition above about 50%; inactive means the rest.

SMILES	KOR beta-arrestin-1	NOD1 inhibition	KOR beta-arrestin-2	NOD2 inhibition	CSM14.1 death rescue	NTR1 agonist	NTR1 agonist cell count 20 µM	GPR55 activation	TNAP activators	Yfh1-depleted yeast
CCOc1ccc(NC(=O)C(CC)n2nc(C)c3c(C)n(-c4ccccc4)nc3c2=O)cc1 (stereo not drawn)	-27%	14%	-2.0%	5%	.	0.1	73	0.0%	.	.
Cc1ccc(CN2CC(C(=O)Nc3nnc(SCc4c(Cl)cccc4Cl)s3)CC2=O)cc1 (stereo not drawn)	-194%	-23%	6.2%	4%	-2.0%	7.3	69	-0.2%	1.1	i
Cc1csc(NC(=O)Nc2cccc(Cl)c2)n1	-10%	-75%	-0.4%	-124%	-3.7%	5.5	93	-0.3%	1.1	i
CCCCOc1ccccc1NC(=O)c1scc2c1OCCO2	-20%	1%	1.7%	8%	.	.	.	-0.1%	1	i
O=C1NC(=O)c2cc([N+](=O)[O-])cc3cccc1c23	0%	-31%	-1.4%	6%	.	-0.5	44	-0.2%	.	.
O=C(NCCOc1ccccc1)C1CCC(=O)N(CCCN2CCOCC2)C1 (stereo not drawn)	-16%	-29%	2.0%	-4%	.	0.8	57	-0.1%	.	.
Cc1cccc(N2CC(O)(c3cccs3)[N+]3=C2CCCC3)c1 (stereo not drawn)	-37%	-14%	5.7%	-8%	-0.3%	0.7	70	0.2%	1.1	i
COc1cccc(CNC(=O)CN(c2cc(C)cc(C)c2)S(=O)(=O)c2c(C)noc2C)c1	-5%	-3%	3.8%	5%	-0.2%	2.6	65	0.2%	1.2	i
Cc1ccc(SCc2c(C(=O)N/N=C/c3cccnc3)nnn2-c2nonc2N)cc1	-33%	-17%	-0.2%	23%	.	4.5	63	0.3%	.	.
O=C(c1ccc(OC2CCN(CCc3ccccc3)CC2)cc1)N1CCCC1	-1%	-20%	-0.6%	-21%	.	0.3	51	0.0%	.	.
COC(=O)Cn1cc(C(=O)c2cccs2)c2ccccc21	-26%	.	-0.7%	-11%	-2.1%	-1.0	104	-0.1%	1	i
COCCCNC(=O)/C(C#N)=C/c1cccc(NC(=O)c2ccccc2Cl)c1	-44%	-21%	-2.1%	-2%	-4.1%	2.5	36	0.1%	1.1	i
COc1ccccc1CC(=O)N(Cc1ccccc1)c1ccc(C)cc1	-22%	-38%	3.0%	-18%	.	3.0	64	-0.1%	.	.
O=C(NCc1ccccc1)C(=O)NCC1OCCN1C(=O)c1cccs1 (stereo not drawn)	28%	-14%	-4.0%	15%	0.4%	-1.3	66	0.1%	1.1	i
COc1cc(/C=C/c2nc3ccc([N+](=O)[O-])cc3s2)ccc1OCC(=O)O	17%	-5%	1.0%	-5%	.	-0.3	58	-0.1%	.	i
CCOc1ccc2nc(SCC(=O)N3CCCc4ccccc43)sc2c1	23%	21%	-1.1%	26%	0.1%	2.0	49	0.2%	1.1	i
O=C(CN1CCCCCC1)Nc1ccc(F)c(F)c1	-7%	-62%	-4.8%	12%	-1.1%	-1.0	29	0.3%	1	i
CCCCn1c(=N)n(CC(=O)c2ccc(Br)s2)c2ccccc21	3%	-16%	3.3%	-2%	.	4.2	58	0.9%	.	i
COc1ccc(N2C(=O)CC(Sc3ncn[nH]3)C2=O)c(OC)c1 (stereo not drawn)	-32%	33%	-9.6%	11%	-7.4%	-0.9	42	0.3%	1.4	i
Nc1cc(=O)[nH]c(=O)n1-c1ccc(Cl)cc1	17%	-6%	0.1%	18%	.	0.4	48	-0.1%	.	i
O=C(Nc1ccccn1)C(F)(F)C(F)(F)C(F)(F)C(F)(F)C(=O)Nc1ccccn1	8%	-38%	-5.2%	3%	2.0%	4.3	71	-0.2%	0.9	i
O=S(=O)(c1cccs1)N1CCN(Cc2nc3ccccc3s2)CC1	36%	-24%	-2.2%	-6%	-2.9%	0.1	106	-0.3%	1.1	i
CCOc1ccc2c(c1)C(c1ccc(C)o1)=NNC(c1ccncc1)=N2	-11%	-35%	6.6%	-10%	0.0%	0.5	32	-0.4%	0.9	i
C/C(=N\NC(=O)c1ccc(Br)cc1)c1cccnc1	-10%	-60%	2.9%	-19%	.	1.0	58	-0.1%	.	.
Oc1c(Cl)cc(Cl)cc1C=Nc1ccccc1N1CCCC1	26%	19%	0.0%	16%	-1.3%	-1.4	56	.	1	i

Additional entries
SMILES	KOR beta-arrestin-1	NOD1 inhibition	KOR beta-arrestin-2	NOD2 inhibition	CSM14.1 death rescue	NTR1 agonist	NTR1 agonist cell count 20 µM	GPR55 activation	TNAP activators	Yfh1-depleted yeast
COc1ccc(NC(=O)CCNS(=O)(=O)c2cc(Br)ccc2Br)cc1S(N)(=O)=O	-19%	-17%	-1.9%	7%	.	-0.1	38	-0.3%	.	.
NC(=O)COC(=O)CNC(=O)c1cc(Cl)cc([N+](=O)[O-])c1	14%	-5%	-4.4%	-2%	-0.2%	-0.5	36	-0.1%	1.2	i
Nc1ccccc1N1CCOCC1	2%	-3%	-6.9%	7%	0.0%	0.0	92	-0.1%	1.3	i
C=CC(=O)NC(C)(C)CCN1CCOCC1	-21%[20 µM]	-20%	.	-1%	0.2%	1.0	59	-0.1%	1.1	i
N#Cc1c(-c2ccccc2)c(-c2ccccc2)nn(CC(=O)NNC(=O)Nc2ccc(Cl)cc2)c1=O	-15%	-8%	1.7%	-38%	.	7.2	65	-0.2%	.	i
CCCCC(=O)NC(=S)NNS(=O)(=O)c1ccccc1	8%	-4%	0.5%	2%	1.9%	0.7	42	0.4%	1.9	i
O=C(Nc1cccnc1)c1c(F)c(F)c(F)c(F)c1F	-33%	21%	1.5%	-2%	0.4%	-1.4	53	0.2%	1	i
CN(CCCC1CCCC1)C(=O)CC1C(=O)NCCN1Cc1ccc(F)cc1 (stereo not drawn)	1%	-31%	-1.4%	-4%	.	-1.0	57	-0.1%	.	.
CC1(C)Oc2ccc(C(=O)N/N=C/c3ccc(O)cc3)cc2NC1=O	7%	-11%	-2.9%	8%	.	-0.5	42	-0.2%	.	.
Nc1ncnc2nc(SCCC(=O)O)[nH]c12	13%	-8%	2.2%	8%	.	1.2	61	-0.1%	.	i
NC(=O)C1CC(=O)N(c2ccc(OCC(=O)NCc3ccccc3)cc2)C1 (stereo not drawn)	-5%	-36%	-1.8%	3%	.	0.8	36	-0.2%	.	.
CCn1c(SCC(=O)Nc2nccc(C)n2)nc2ccccc21	-5%	-7%	0.9%	19%	.	-1.1	55	0.2%	.	i
CCC(N=c1cc(-c2ccc(OC)c(OC)c2)oc2ccc(C)cc12)C(=O)O (stereo not drawn)	-17%	-47%	-1.6%	-17%	0.8%	1.2	53	0.3%	1.1	i
COc1ccnc(N2CCN(c3ccccc3)CC2)c1C#N	-4%	-32%	-3.4%	-10%	-1.7%	1.2	36	-0.1%	1.1	i
CS(=O)(=O)N(CC(=O)Nc1cccc(Cl)c1)c1ccccc1Cl	-16%	-4%	-2.8%	-12%	0.1%	-0.5	64	-0.1%	1.1	i
CCNc1nc(SC(C)C(=O)OC)nc(N(C)C)n1 (stereo not drawn)	-31%	-41%	0.2%	2%	-0.8%	-0.5	57	-0.5%	1.1	i
N#C/C(=C\c1c[nH]c2ccccc12)c1nnc2n1CCCCC2	-2%	-25%	-5.9%	13%	-1.8%	-0.7	78	-0.2%	1	i
Clc1ccc(CSC2=NCCCN2)cc1Cl	24%	9%	-2.4%	11%	-1.3%	-0.2	47	-0.1%	1.1	i
CCOC(=O)CSC1=C(C#N)C(c2ccc(F)cc2)C(C(C)=O)=C(C)N1 (stereo not drawn)	-20%	-21%	5.2%	-14%	-1.0%	3.6	45	0.0%	1.1	i
O=C(c1ccc([N+](=O)[O-])cc1)N(Cc1ccc(Br)cc1)N1C(=O)CCCC1=O	-150%	8%	3.5µM*	5%	-1.5%	29	50	-0.1%	1	i
N#Cc1cc2c(N)c(C(=O)Nc3ccccc3)sc2nc1N	-120%	-30%	0.5%	-13%	-1.1%	-1.5	99	0.3%	1.1	.
CC(=O)OCCn1c2nc(=O)[nH]c(=O)c-2nc2cc(C)c(C)cc21	14%	-1%	42%	9%	.	0.0	57	-0.1%	.	?
Cc1cc(=O)n2c3ccccc3n(C)c2n1	-45%[20 µM]	-24%	1.7%	-3%	.	1.7	54	-0.1%	.	.
O=C(N/N=C/c1ccco1)c1ccc(C(=O)N/N=C/c2ccco2)o1	15%[20 µM]	-10%	-8.6%	12%	0.4%	-1.3	95	-0.1%	1.9	i
CCN(CC)C(=O)CSc1nc2cc(OC)c(OC)cc2c(=O)n1Cc1ccc(Cl)cc1	19%	-40%	0.3%	-15%	2.9%	4.1	51	0.1%	1.1	i

Some of the entries above in a different format.
Below each compound – KOR beta-arrestin-1 | NOD1 inhibition | KOR beta-arrestin-2 | NOD2 inhibition | CSM14.1 death rescue | NTR1 agonist | NTR1 agonist cell count 20 µM | GPR55 activation | TNAP activators | Yfh1-depleted yeast
- Nc1ccccc1N1CCOCC1
  2% | -3% | -6.9% | 7% | 0.0% | 0.0 | 92 | -0.1% | 1.3 | i
- C=CC(=O)NC(C)(C)CCN1CCOCC1
  -21%[20 µM] | -20% | . | -1% | 0.2% | 1.0 | 59 | -0.1% | 1.1 | i
- N#Cc1c(-c2ccccc2)c(-c2ccccc2)nn(CC(=O)NNC(=O)Nc2ccc(Cl)cc2)c1=O
  -15% | -8% | 1.7% | -38% | . | 7.2 | 65 | -0.2% | . | i

Continued:
SMILES	KOR beta-arrestin-1	NOD1 inhibition	KOR beta-arrestin-2	NOD2 inhibition	CSM14.1 death rescue	NTR1 agonist	NTR1 agonist cell count 20 µM	GPR55 activation	TNAP activators	Yfh1-depleted yeast
CCN(CC)S(=O)(=O)c1cccc(C(=O)/C=C2/N(C)c3ccccc3C2(C)C)c1	-8%	59%	2.1%	33%	2.4%	2.7	82	0.2%	1	i
CCN(CC)c1ccc(NC(=O)c2ccc(Cl)nc2)cc1	-40%	-8%	-5.1%	-29%	-2.5%	0.0	57	-0.3%	1.1	i
Cn1c(=O)c2c(-c3ccccc3)n(N3CCOCC3)cc2n(C)c1=O	-14%	0%	1.4%	-19%	-1.7%	1.1	41	-0.2%	1	i
COc1cc(S(=O)(=O)N(Cc2ccccc2)CC2CCCO2)ccc1-n1cnnn1 (stereo not drawn)	-1%	-27%	0.2%	-2%	0.0%	0.1	65	0.1%	1	i
O=C(NC1CCCC1)C(NS(=O)(=O)c1cccc2nsnc12)c1ccccc1 (stereo not drawn)	5%	-4%	-3.2%	16%	0.4%	-0.4	82	0.1%	1.1	i
Cc1cccc(C(=O)Oc2ccccc2C(=O)N2CCOCC2)c1	15%	-8%	0.5%	10%	.	0.0	46	-0.1%	.	i
COc1ccc2[nH]c(=O)c(CN(C(=O)C3CCCO3)c3cccc(C)c3)cc2c1 (stereo not drawn)	16%	-11%	-1.8%	4%	2.9%	.	.	-0.2%	1.1	.
CCOc1ccc2c(c1)c(N=O)c(O)n2C	13%	-17%	3.4%	7%	1.0%	1.7	42	0.5%	1.1	i

The list is partial, so the mix of outcomes need not match the whole.
